# Gli-Sufu block: Gli-Sufu pathway antagonism; Sufu-KO-LIGHT fibroblasts, Gli luciferase reporter luminescence; inhibition, % at 5 µM; AID 588413; 340,000 compounds, 0.74% hits;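 active = inhibition above about 55%, limit read from the data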;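 also: 0% = DMSO-treated cells and 100% = wells with medium but no cells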
# Jurkat NFkB inh: inhibitors of the PMA/ionomycin-induced NF-kB reporter in Jurkat cells; PMA/ionomycin-induced NF-kB luciferase reporter, luminescence; inhibition, % at 4 µM; 330,000 compounds, 0.53% hits; in the data active = inhibition above about 50%
# CHOP UPR activ: apoptotic UPR (CHOP) activation; CHO-CHOP luciferase reporter, luminescence; percent of tunicamycin response over DMSO baseline; activation, % at 10 µM; AID 449763; 330,000 compounds, 0.34% hits;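 active = at 10 µM dose, activation of 40% or more, normalized to positive control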;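 also: 100% = tunicamycin at 10 µg/mL and 0% = DMSO alone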
#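 Evaluation: % reporter activation, DMSO baseline versus tunicamycin full activation; System: CHO-CHOP luciferase reporter cell line; Input: 500 cells/well; Incubation: 6 h compound treatment, 37 °C; Measured by: Steady-Glo luciferase luminescence; Dosing: one dose, 10 µM in 0.5% DMSO; Buffer or medium: F12 medium, 10% FBS; Benchmarks: positive tunicamycin 10 µg/mL, negative DMSO alone.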
# UPR XBP1 act: adaptive UPR (XBP1) activation. CHO-XBP1 luciferase reporter, IRE1-XBP1 UPR activation, luminescence; percent of tunicamycin response, DMSO as zero. 330,000 compounds, 0.33% hits. activation, % at 20 µM;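 active = versus positive control, 20 µM dose yields 30% or more activation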;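 also: 100% = tunicamycin at 10 µg/mL and 0% = DMSO only wells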
#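 Material – CHO cell line with stable XBP1 luciferase reporter · Buffer or medium – F12 plus 10% FBS · Compound – single point, 20 µM final compound, 1% DMSO · Schedule – 16-18 h cell attachment at 37 °C, then 6 h compound exposure · Signal – Steady-Glo luminescence read · Benchmarks – high control tunicamycin 10 µg/mL final, low control DMSO vehicle only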
# 697 NFkB inh: lowers PMA/ionomycin-induced NF-kB signal in 697 B cells; inhibition, % at 4 µM; 330,000 compounds, 0.33% hits; 697 B-cell NF-kB luciferase reporter, 16 h; AID 435022; in the data active = inhibition above about 35%
# Mdm2 MdmX PPI: inhibitors of human Mdm2/MdmX interaction | O15151+Q00987 | inhibition, % at 8 µM | 330,000 compounds, 3% hits | SaOS-2 split-luciferase Mdm2/MdmX complementation, luminescence;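 active = inhibition of at least 50% at 8 µM in the primary screen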
# Target sequence (O15151 whole entry, looked up): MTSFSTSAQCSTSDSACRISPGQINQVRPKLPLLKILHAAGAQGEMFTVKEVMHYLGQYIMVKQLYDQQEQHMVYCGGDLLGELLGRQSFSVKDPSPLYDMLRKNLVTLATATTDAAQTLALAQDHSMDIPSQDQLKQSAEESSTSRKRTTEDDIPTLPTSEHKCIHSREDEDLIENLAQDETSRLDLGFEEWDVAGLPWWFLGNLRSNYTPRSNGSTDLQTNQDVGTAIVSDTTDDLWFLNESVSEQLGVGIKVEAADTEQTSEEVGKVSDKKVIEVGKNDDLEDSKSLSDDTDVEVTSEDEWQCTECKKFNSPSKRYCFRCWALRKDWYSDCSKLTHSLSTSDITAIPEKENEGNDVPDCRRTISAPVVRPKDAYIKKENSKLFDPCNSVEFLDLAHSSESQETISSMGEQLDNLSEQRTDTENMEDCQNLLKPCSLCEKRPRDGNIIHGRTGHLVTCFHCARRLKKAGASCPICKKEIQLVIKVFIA
# Target sequence (Q00987 whole entry, looked up): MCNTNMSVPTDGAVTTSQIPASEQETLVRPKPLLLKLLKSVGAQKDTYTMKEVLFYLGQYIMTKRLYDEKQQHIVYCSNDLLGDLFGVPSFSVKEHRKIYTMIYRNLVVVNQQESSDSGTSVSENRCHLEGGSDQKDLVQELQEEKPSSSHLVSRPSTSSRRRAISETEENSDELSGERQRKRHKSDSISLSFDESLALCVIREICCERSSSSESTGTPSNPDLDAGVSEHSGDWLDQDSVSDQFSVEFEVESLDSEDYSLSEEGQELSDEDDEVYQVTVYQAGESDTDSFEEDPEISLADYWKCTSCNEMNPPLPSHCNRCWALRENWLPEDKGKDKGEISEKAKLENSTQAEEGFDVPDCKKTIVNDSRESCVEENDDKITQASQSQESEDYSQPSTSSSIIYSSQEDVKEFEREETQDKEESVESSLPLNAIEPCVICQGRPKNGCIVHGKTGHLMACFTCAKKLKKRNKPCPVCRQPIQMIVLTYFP
# CCR6 antag: blocks CCL20-driven beta-arrestin recruitment at human CCR6; P51684; CHO-K1 CCR6 PathHunter beta-arrestin, luminescence, CCL20-stimulated; inhibition, % at 20 µM; 340,000 compounds, 0.49% hits; AID 493098;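 active = compounds whose inhibition of the agonist-driven luminescence signal at 20 µM reaches about 50%, limit read from the data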;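 also: cells stimulated with CCL20 at 14 nM final; plate controls were DMSO with CCL20 for no effect and DMSO without agonist for full effect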
# CXCR6 inh: CXCR6 (human) receptor inhibition; 360,000 compounds, 0.36% hits; inhibition, % at 20 µM; CHO-K1 PathHunter CXCR6 beta-arrestin, luminescence; in the data active = inhibition above about 34%, passing the limit was not always enough;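 also: antagonist mode with CXCL16 agonist at 10 nM final; 0% = 10 nM CXCL16 with DMSO and 100% = unstimulated wells without agonist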
# EBI2 block: blocks human EBI2 receptor beta-arrestin signaling; P32249; EBI2 beta-arrestin recruitment, luminescence, 7a,25-OHC stimulated; inhibition, % at 5 µM; 360,000 compounds, 0.81% hits; in the data active = inhibition above about 38%;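 also: enzyme fragment complementation signal reports receptor beta-arrestin coupling in cells; 0% = agonist plus DMSO wells and 100% = wells without agonist; some results beyond the cut were filed as inactive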
# An asterisk follows results filed as active; . = no result given.
# The line under a structure holds: Gli-Sufu block | Jurkat NFkB inh | CHOP UPR activ | UPR XBP1 act | 697 NFkB inh | Mdm2 MdmX PPI | CCR6 antag | CXCR6 inh | EBI2 block
CCCN(CC(=O)Nc1ccccc1C)C(=O)C1CC(=O)N(c2ccc(C)cc2)C1 (stereo unspecified)
→ -13 | 2 | 1.5 | -2 | 23 | 20 | 0 | -4 | -13
CSc1ccc(CCNC(=O)CN2C(=O)CCSc3ccccc32)cc1
→ 1 | -6 | 1.6 | 1 | -5 | -8 | 9 | 5 | -6
Nc1ccc(C(=O)N/N=C/c2cn(Cc3ccccc3F)c3ccccc23)cc1
→ 4 | 4 | 0.4 | -4 | 18 | 11 | 4 | 0 | 11
CCCc1cc(=O)[nH]c(SCC(=O)Nc2ccc(C)cc2)n1
→ -21 | -7 | -0.6 | 0 | 13 | -7 | 1 | -10 | -2
COc1ccc(OC)c(C(=O)CSc2nc3ccccc3n2CC(=O)NC(C)(C)C)c1
→ 2 | -18 | -2.4 | 1 | -19 | 14 | -5 | -3 | 3
COc1ccc(C(Nc2ccc(S(=O)(=O)N3CCOCC3)cc2)C(=O)NCCC(C)C)cc1OC (stereo unspecified)
→ 19 | 6 | 0.9 | -3 | 24 | -7 | 5 | -9 | 3
CCCC(C)CO (stereo unspecified)
→ 13 | 4 | -2.6 | -1 | 7 | 41 | 4 | -5 | 0
COc1cc(C2c3c(oc4ccccc4c3=O)C(=O)N2Cc2ccncc2)ccc1O (stereo unspecified)
→ -1 | 2 | 1.0 | 0 | 12 | -1 | -14 | -1 | 1
O=C(NCc1nnc(SCC(=O)N2CCCc3ccccc32)o1)c1ccccc1F
→ -3 | -14 | -2.2 | -3 | 20 | 13 | 20 | 3 | -4
COc1cc(C2SC(C)C(=O)N2CCc2ccccc2)cc(OC)c1OC (stereo unspecified)
→ 23 | -10 | 1.9 | 1 | -26 | 23 | 1 | 11 | 1
O=C(CSc1ncnc2c1nnn2Cc1ccccc1F)NCC1CCCO1 (stereo unspecified)
→ 7 | 1 | -0.1 | -6 | 14 | -6 | -2 | 1 | -11
O=C(CSc1nnc(CN2CCCC2)n1-c1ccccc1)c1ccc2c(c1)OCO2
→ 10 | -10 | 0.5 | -1 | -14 | 11 | 8 | 6 | -3
COCn1ccnc1C(O)(c1ccc(OC)cc1)c1ccc(OC)cc1
→ 4 | 3 | 0.1 | -2 | 4 | 6 | 22 | -9 | 1
CCOC(=O)C(C)Sc1nc(-c2ccccc2)nc2ccccc12 (stereo unspecified)
→ 6 | 15 | -0.6 | -2 | -8 | 6 | 28 | 4 | -1
Cn1/c(=N/N=C/c2ccc(N3CCOCC3)cc2)sc2ccccc21
→ -31 | -17 | 3.2 | -1 | 8 | -41 | 4 | 8 | 3
CCCCn1c(SCC(=O)Nc2ccccc2C(F)(F)F)nc2ccsc2c1=O
→ 4 | -5 | -2.3 | -3 | -6 | 5 | 4 | 7 | 10
CCCn1nc(C(=O)OCC(=O)Nc2cccc(S(N)(=O)=O)c2)c2ccccc2c1=O
→ -1 | -7 | -1.3 | -1 | 9 | 19 | 5 | -5 | -9
CCCCn1c(SCC(=O)N(CC)C2CCS(=O)(=O)C2)nnc1C(CC)N(C)C (stereo unspecified)
→ 5 | -11 | -2.4 | -1 | 12 | 20 | 0 | 5 | -7
CCOC(=O)C1=C(C)NC(C)=C(C(=O)OCC)C1C(=O)OCC(=O)N(CC)C1CCS(=O)(=O)C1 (stereo unspecified)
→ -2 | -1 | -1.0 | -2 | 9 | 10 | -12 | -5 | 1
Cc1ccc(S(=O)(=O)NC2OC(=O)C(Cl)=C2Cl)cc1 (stereo unspecified)
→ 2 | -3 | 63* | -5 | 12 | -21 | -32 | 0 | -3
CCOc1ccc(N2CC(NC(=O)c3ccc4ccccc4c3)CC2=O)cc1 (stereo unspecified)
→ -12 | -2 | 0.7 | 0 | -20 | -31 | -2 | 2 | 7
CCOc1cc(C=NN2CCCCCC2)ccc1O
→ -9 | . | . | . | . | . | -11 | -23 | -3
Cc1cc(F)ccc1NC(=O)CCc1ccc(S(=O)(=O)N2CCOCC2)cc1
→ 2 | 12 | 2.7 | -3 | 6 | -2 | 12 | -5 | -14
CC(=O)c1nn(-c2cccc(Br)c2)cc1C(=O)c1ccc2ccccc2c1
→ 1 | 3 | 1.3 | 3 | 0 | 63* | 4 | -3 | -8
Cc1ccc(Cl)c2sc(NC(=O)C3CC3)nc12
→ -4 | 7 | 1.5 | -1 | 12 | 18 | 7 | -1 | 2
COCCCNC1=C(Cl)C(=O)c2ccccc2C1=O
→ 8 | 15 | 5.0 | 3 | 6 | 6 | 7 | -5 | -6
O=C(CN(C1CCCCC1)S(=O)(=O)c1ccc(F)cc1)NCC1CCCO1 (stereo unspecified)
→ -5 | . | . | . | . | . | 13 | -10 | 23
CCCCn1nnnc1SCC(=O)Nc1ccc(F)cc1
→ -3 | -7 | 0.3 | -1 | -2 | -20 | 8 | 3 | 5
COC(=O)c1sccc1-c1ccc(/C=N/OC(=O)c2ccccc2)o1
→ -14 | 2 | 0.0 | 1 | 11 | 21 | 12 | 6 | 4
O=C(Cc1ccc(Cl)cc1)NC(=S)Nc1ccccc1N1CCOCC1
→ 24 | 6 | -0.2 | -3 | -21 | -1 | 10 | -4 | 28
CC(C)C(=O)Nc1ccc(NC(=O)c2ccccc2Cl)nc1
→ -37 | -48 | 4.2 | 0 | 11 | -27 | -6 | -6 | -7
CN1CCN(Cc2nc3ccccc3c(=O)n2Cc2nc(-c3ccc([N+](=O)[O-])cc3)cs2)CC1
→ 22 | 25 | 3.5 | 9 | -9 | 95* | 9 | -11 | -10
O=c1[nH]c(=O)c2[nH]c(=S)[nH]c2[nH]1
→ -4 | . | . | . | . | . | 5 | -1 | -7
CC1CCN(C(=O)COC(=O)c2n[nH]c(=O)c3ccccc23)CC1
→ -2 | -14 | 0.3 | 0 | -13 | -34 | 3 | -10 | -4
CS(=O)(=O)c1ccc(N2CCN(C3CC(=O)NC3=O)CC2)cc1 (stereo unspecified)
→ -3 | 2 | -1.6 | -2 | 7 | 13 | 1 | 8 | -5
CCOC(=O)c1ccccc1NC(=O)COC(=O)c1c(CC)noc1C
→ -2 | 2 | -0.6 | 3 | 6 | 16 | 17 | 2 | -8
CCCC(=O)Nc1sc2c(c1C#N)CCCC2
→ -10 | -25 | 4.0 | 1 | -28 | -32 | -16 | -1 | -4
COC(=O)CNC(=O)c1sc2ncn(CC(=O)Nc3ccc(C)c(Cl)c3)c(=O)c2c1C
→ -1 | -2 | 1.2 | 2 | -2 | 15 | 9 | -1 | -7
COc1ccc2c(c1)CCc1c(C(=O)N3CCOCC3)noc1-2
→ -75 | -78 | 1.8 | 1 | -55 | -46 | -19 | 2 | -5
Cc1cc(C(=O)N/N=C/c2c(C)nn(-c3ccccc3)c2C)c(C)o1
→ -10 | -10 | 1.9 | 2 | -2 | 3 | 3 | -4 | -9
OCCNNC(=S)NC1CC2C=CC1C2 (stereo unspecified)
→ 5 | -7 | -0.3 | -3 | -5 | 15 | 1 | -6 | -11
CCOC(=O)/C=C1/N(C)c2ccccc2C1(C)C
→ -3 | 0 | -0.1 | -2 | -1 | -11 | 17 | 4 | 8
Cc1ccc(NC(=O)NC(=O)COc2c(F)c(F)cc(F)c2F)c(C)c1
→ 10 | 3 | -0.3 | -3 | 7 | -1 | 2 | -3 | 5
COc1ccc(OCc2nnc(SCC(=O)NCC3CCCO3)n2N)cc1 (stereo unspecified)
→ 15 | -11 | -0.7 | -1 | 9 | 27 | -2 | -3 | 9
O=C(Cc1c(F)cccc1Cl)N(Cc1ccccc1)c1ccccn1
→ 2 | -3 | 0.4 | -1 | -3 | -5 | 8 | 0 | -4
CC[n+]1c(/C=C/c2c[nH]c3ccccc23)ccc2cc(C)ccc21
→ 90* | 93* | 21 | 16 | -59 | 72* | 44 | . | .
CN(C1CCS(=O)(=O)C1)S(=O)C12CC3CC(CC(C3)C1)C2 (stereo unspecified)
→ -42 | -1 | -1.3 | 0 | 11 | 12 | 10 | 2 | -24
CCc1c(C)nc2c(C#N)c(C)[nH]n2c1=O
→ 2 | 1 | 0.1 | -2 | -13 | -3 | 0 | -5 | 1
COc1ccccc1CNC(=O)COn1nnc2ccc(S(=O)(=O)N3CCOCC3)cc21
→ -1 | -12 | 2.9 | 1 | -21 | -6 | 5 | -3 | -7
Cc1ccc(/C=C/C(=O)NC(=S)Nc2ccccc2C(=O)NC2CCCCC2)cc1
→ 10 | -13 | -1.3 | 3 | -4 | -6 | 18 | 12 | 5
COC(=O)c1[nH]c2ccccc2c1NC(=O)CN1CCCCCC1
→ 16 | -6 | -0.5 | -2 | -19 | -11 | 13 | 0 | -8
O=C1CCC(C(=O)N2CCC(CCO)CC2)CN1Cc1ccc(Cl)cc1 (stereo unspecified)
→ -7 | 1 | 2.8 | -1 | 10 | 10 | -2 | -3 | -5
Cc1cc(C)c(CN2CCN(CCCn3ccc(NC(=O)OCc4ccccc4)nc3=O)CC2)c(C)c1
→ -1 | . | . | . | . | . | 16 | -3 | 2
N#C/C=C\Oc1ccc(Cl)cc1N
→ 25 | 21 | -0.2 | 2 | 17 | -2 | -1 | -9 | -4
COc1ccc(/C=C/C(=O)ONC2=NCCCCC2)cc1OC
→ -9 | -13 | -0.6 | 2 | 12 | 2 | -19 | -13 | -14
CCCCOC(=O)C1=C(C)NC2(O)c3ccccc3C(=O)C12O (stereo unspecified)
→ 9 | -11 | -1.9 | -6 | 27 | 18 | 6 | 9 | 0
CC(C)c1ccc(-c2c(C#N)c(N)nc(SCC(=O)N3CCCCCC3)c2C#N)cc1
→ 14 | -4 | 4.7 | 3 | -13 | 15 | -4 | . | .
CCCNC(=O)CN(C)C(=O)c1n[nH]c2ccccc12
→ 0 | -3 | 0.6 | -2 | 20 | -4 | 3 | -3 | -7
C=CCC1CCCCC12NC(=O)N(c1ccccc1)N2 (stereo unspecified)
→ 2 | 7 | -1.8 | 1 | 2 | -6 | -7 | -12 | -17
CN(C)/C=C/C(=O)C(F)(F)F
→ -2 | 0 | 0.2 | 4 | -7 | -9 | 7 | -3 | 0
Cc1cccc(C(=O)O/N=C(\c2ccccc2)c2cccnc2)c1
→ 4 | -2 | -3.1 | -3 | 15 | 3 | 6 | 1 | 10

# Structural class: the entries above with an NH in an aromatic ring (7)
# The line under a structure holds: Gli-Sufu block | Jurkat NFkB inh | CHOP UPR activ | UPR XBP1 act | 697 NFkB inh | Mdm2 MdmX PPI | CCR6 antag | CXCR6 inh | EBI2 block
CCCc1cc(=O)[nH]c(SCC(=O)Nc2ccc(C)cc2)n1
→ -21 | -7 | -0.6 | 0 | 13 | -7 | 1 | -10 | -2
O=c1[nH]c(=O)c2[nH]c(=S)[nH]c2[nH]1
→ -4 | . | . | . | . | . | 5 | -1 | -7
CC1CCN(C(=O)COC(=O)c2n[nH]c(=O)c3ccccc23)CC1
→ -2 | -14 | 0.3 | 0 | -13 | -34 | 3 | -10 | -4
CC[n+]1c(/C=C/c2c[nH]c3ccccc23)ccc2cc(C)ccc21
→ 90* | 93* | 21 | 16 | -59 | 72* | 44 | . | .
CCc1c(C)nc2c(C#N)c(C)[nH]n2c1=O
→ 2 | 1 | 0.1 | -2 | -13 | -3 | 0 | -5 | 1
COC(=O)c1[nH]c2ccccc2c1NC(=O)CN1CCCCCC1
→ 16 | -6 | -0.5 | -2 | -19 | -11 | 13 | 0 | -8
CCCNC(=O)CN(C)C(=O)c1n[nH]c2ccccc12
→ 0 | -3 | 0.6 | -2 | 20 | -4 | 3 | -3 | -7

# Source: PubChem
